M4 PAM – positive allosteric modulators of human muscarinic M4 receptor; AID 624126; activation, % at 3 µM; actives 0.4% (n = 360,000); P08173; CHO-K1 hM4/Gqi5, Fluo-8 calcium fluorescence, ACh EC20; 0% = ACh EC20, 100% = maximal ACh;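 active = activation above its plate's cutoff, the mean activation of sample wells plus 3 SD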; also: some results filed as inactive read as strong as hits
Target sequence (P08173 whole entry, looked up): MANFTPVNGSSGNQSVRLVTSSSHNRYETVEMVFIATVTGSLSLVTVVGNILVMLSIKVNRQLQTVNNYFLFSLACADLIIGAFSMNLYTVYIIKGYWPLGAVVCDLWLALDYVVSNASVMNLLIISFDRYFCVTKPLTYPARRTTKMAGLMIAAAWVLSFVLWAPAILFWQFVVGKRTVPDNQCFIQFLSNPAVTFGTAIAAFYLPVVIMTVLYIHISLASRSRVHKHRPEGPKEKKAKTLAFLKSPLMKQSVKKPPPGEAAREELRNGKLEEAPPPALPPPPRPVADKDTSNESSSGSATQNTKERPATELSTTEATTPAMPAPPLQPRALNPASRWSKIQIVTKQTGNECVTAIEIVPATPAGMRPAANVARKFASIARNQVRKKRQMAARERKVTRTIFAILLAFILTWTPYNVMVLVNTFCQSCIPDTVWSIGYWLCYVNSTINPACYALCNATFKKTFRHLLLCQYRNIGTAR
PHOSPHO1 inh – inhibitors of human PHOSPHO1 phosphatase; Q8TCT1; recombinant PHOSPHO1, absorbance phosphatase assay; inhibition, % at 13.3 µM; actives 1.1% (n = 290,000); AID 1565; in the data active = inhibition above about 60%
pCIP destab – lowers stability of the mouse p/CIP coactivator protein; F442A p/CIP-EGFP cells, EGFP fluorescence, 16 h; actives 0.01% (n = 290,000); decrease of EGFP signal, % at 10 µM; AID 1984;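 active = EGFP signal decrease of at least 30% at 10 µM or well 3 SD below plate mean, unless failing retest; inactive = the rest, including hits failing retest or dose response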; also: some compounds called inactive have numbers as strong as hits; many of its hits are not listed in these tables
CRFBP-R2 agonist – agonists of human CRF-binding protein/CRF-R2 receptor complex. HEK293 CRF-R2/CRF-BP, calcium dye fluorescence (FLIPR); percent of saturating CRF peptide response. activation, % at 13.2 µM. actives 0.46% (n = 350,000). AID 588473;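 active = activation of at least 50%, plus an integration ratio under a set limit after plate pattern correction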;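 also: plate controls were neutral control wells without compound for no effect and CRF at EC100 for full effect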
MEKK3 PB1 HTS – modulators (inhibitors or enhancers) of MEK5 binding to human MEKK3 PB1 domain; binding response (% of control), % at 10 µM; Q99759; bead-based flow cytometry, Alexa488-MEK5 binding to MEKK3; actives lie on both sides; 0 = blocked by unlabeled MEK5, 100 = vehicle; AID 1529; actives 1.4% (n = 290,000);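 active = binding response more than 3 SD above or below the average of its plate-row segment, actives on both sides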;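 also: Alexa488 bead fluorescence after subtracting the streptavidin-only scavenger bead signal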
Target sequence (Q99759 whole entry, looked up, the tested form may be a part): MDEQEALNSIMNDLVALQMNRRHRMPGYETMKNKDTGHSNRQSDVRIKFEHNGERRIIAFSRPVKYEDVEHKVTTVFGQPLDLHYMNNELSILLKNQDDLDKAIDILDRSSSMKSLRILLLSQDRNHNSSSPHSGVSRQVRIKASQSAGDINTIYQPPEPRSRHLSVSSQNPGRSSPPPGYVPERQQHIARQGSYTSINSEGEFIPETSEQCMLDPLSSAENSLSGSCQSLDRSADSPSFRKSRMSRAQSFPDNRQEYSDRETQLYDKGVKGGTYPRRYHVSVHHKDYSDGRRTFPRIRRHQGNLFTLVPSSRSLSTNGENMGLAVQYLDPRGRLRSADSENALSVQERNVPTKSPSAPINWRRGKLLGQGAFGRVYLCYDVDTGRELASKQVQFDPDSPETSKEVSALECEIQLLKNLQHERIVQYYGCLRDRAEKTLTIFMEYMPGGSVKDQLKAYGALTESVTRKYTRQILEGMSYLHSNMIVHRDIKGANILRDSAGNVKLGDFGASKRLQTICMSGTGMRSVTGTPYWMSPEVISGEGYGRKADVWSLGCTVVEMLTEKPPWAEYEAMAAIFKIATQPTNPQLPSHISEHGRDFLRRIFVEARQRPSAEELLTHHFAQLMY
IDE cell activ – IDE (human) activation, cell-based. P14735. HEK cells, FAbeta-B cleavage, fluorescence polarization; 0% vehicle, 100% cell-free pure enzyme wells. activation, % at 5.96 µM. actives 0.073% (n = 340,000). AID 493087;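 active = activation above the mean of all tested compounds plus 3 SD, set per screening campaign, cut at about 17% in these data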
GalR3 antagonist – blocks the human galanin receptor 3. AID 651719. inhibition, % at 3 µM. HEK293 GalR3-CNG cAMP membrane potential fluorescence; galR3 body fused to GalR1 C-terminus. actives 0.44% (n = 360,000). O60755;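 active = inhibition above the screen-wide average plus 3 SD, cut at about 13% in these data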;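 also: forskolin and galanin both at EC90 stimulate the cells; cAMP rise reported by CNG channel membrane potential dye signal; 0% = forskolin plus galanin with DMSO and 100% = forskolin alone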
IDE inh – inhibits human insulin-degrading enzyme in HEK cells; P14735; FAbetaB cleavage, fluorescence polarization; inhibition, % at 5.59 µM; actives 0.41% (n = 320,000);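 active = percent inhibition above the average of all tested compounds plus 3 SD, set per screening campaign, cut at about 16% in these data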;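 also: IDE supplied by intact live HEK cells; FP after avidin binding of uncleaved biotin substrate so inhibition keeps polarization high; 0% = DMSO wells and 100% = 60 µM reference IDE inhibitor Ii1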
CRFR2-BP antag – blocks CRF-induced signaling of the CRF-BP/CRF-R2 complex; HEK293 CRF-R2/CRF-BP, CRF-induced calcium fluorescence; inhibition, % at 11.8 µM; AID 588475; actives 0.59% (n = 350,000);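 active = inhibition of the ligand-induced calcium signal above about 50% at the single tested concentration, limit read from the data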
An asterisk follows results filed as active; x = no result given. Compounds as they come; any-hit rate near 4.2%.

item	SMILES	CRFBP-R2 agonist	M4 PAM	GalR3 antagonist	MEKK3 PB1 HTS	CRFR2-BP antag	PHOSPHO1 inh	pCIP destab	IDE inh	IDE cell activ
1	COc1ccc(C2=NS(=O)(=O)N(C)C(C(=O)N3C(C)CCCC3C)=C2)cc1 (stereo unspecified)	-2.0	-5	x	99	-10	18	6	-1	7
2	N[C@@H](CO)c1nnc([C@H](CC(=O)O)NC(=O)C2CCNCC2)o1	4.2	2	-6	99	0	5	10	-3	-4
3	Cc1cc(C)cc(-n2ncc3c2CCCC3NC(=O)c2csnn2)c1 (stereo unspecified)	0.9	2	-4	100	15	24	4	-1	2
4	CCN(CC(=O)Nc1ccc(NC(C)=O)cc1)C(=O)c1ccc(N(C)S(=O)(=O)c2ccc(C)cc2)cc1	0.3	-2	-1	x	5	x	x	x	0
5	O/N=C/C1=C(Cl)c2ccccc2CC1	-0.2	7	0	92	-5	37	-4	1	-1
6	CCn1cc(SCC(=O)NCC2CCCO2)c2ccccc21 (stereo unspecified)	2.6	-9	x	99	-25	8	-4	1	-5
7	CCc1noc(C)c1C(=O)N(CCCOC)c1c(N)n(Cc2ccccc2)c(=O)[nH]c1=O	2.0	14	4	x	3	x	x	5	-1
8	CCOc1cc(C2C3=C(CCCC3=O)OC3=C2C(=O)CCC3)cc([N+](=O)[O-])c1O	-0.2	-6	-5	101	-6	37	10	2	7
9	CCCCS(=O)c1snnc1C (stereo unspecified)	-1.1	7	-3	105	7	42	-6	-1	8
10	CCn1c(CSc2nc3ccccc3s2)nnc1SCC(=O)c1ccc(O)cc1O	0.4	8	0	106	6	83*	0	1	-3
11	O=C(CN(Cc1ccc2c(c1)OCO2)C(=O)c1cnsn1)NC1CCCC1	1.2	-5	2	102	2	14	-16	3	6
12	CSc1nc2ccc(NC(=O)c3ccc(Cl)s3)cc2s1	3.8	3	-1	103	-15	32	-7	3	-4
13	COc1ccccc1NS(=O)(=O)c1ccc(N/N=C/c2c(C)nn(-c3ccccc3)c2N2CCCC2)c([N+](=O)[O-])c1	-2.5	-10	-9	76	56*	0	-4	4	4
14	Nc1nc(-c2ccc(Br)cc2)c(S(=O)(=O)c2ccccc2)s1	-2.1	-5	-5	99	4	2	-3	9	-2
15	Cc1cc(C(=O)N2CCN(c3ccccn3)CC2)no1	2.6	-1	-7	96	-7	15	-6	1	3
16	Cc1ccc(-c2cc(C(=O)N3CCOCC3)no2)cc1	-2.0	-5	0	104	2	45	10	2	6
17	O=C(NCc1cccnc1)Nc1cccc([N+](=O)[O-])c1	-1.4	-1	-2	105	0	17	-8	-2	-3
18	COc1ccc(C(C)=O)cc1CN1C(=O)NC2(CCCCCC2)C1=O	7.7	11	-1	98	-10	-13	-6	1	-5
19	CCC1CCC2(CC1)NC(=O)N(CC(=O)Nc1cccc(S(=O)(=O)N(C)c3ccccc3)c1)C2=O (stereo unspecified)	2.6	8	-7	x	-20	x	x	-1	-4
20	COc1ccc(N2CCN(C(=O)CCN3C(=O)c4ccccc4S3(=O)=O)CC2)cc1	-0.8	9	x	111	7	21	1	-5	0
21	CSCC(=O)N1CCC(n2nccc2NC(=O)CCCc2ccccc2)CC1	0.7	3	-5	96	4	28	-16	-5	4
22	CCOC(=O)C1(C(=O)OCC)NC(=O)CC1CC(C)C (stereo unspecified)	-3.2	3	-7	x	-7	x	x	x	1
23	Cc1ccc(S(=O)(=O)N2CCN(C(=O)Cc3ccc(S(=O)(=O)N4CCOCC4)s3)CC2)cc1	-0.4	-10	-2	105	4	24	6	-2	2
24	CS(=O)(=O)c1ccc(C(=O)OCC(=O)N(CCc2ccccc2)Cc2ccccc2)cc1	-1.1	-3	x	x	6	x	x	0	0
25	COc1ccc(NC(=O)C2CCCN(S(=O)(=O)c3ccc4[nH]c(=O)ccc4c3)C2)cc1 (stereo unspecified)	1.9	16	5	93	7	12	-12	-3	1
26	O=C(c1ccco1)c1cn(CC(=O)N2CCCCC2)c2ccccc12	0.1	1	-3	101	-5	26	-1	3	5
27	C[C@@H]1CN([C@@H](C)CO)C(=O)c2cc(NS(C)(=O)=O)ccc2O[C@@H](C)CCCCO[C@H]1CN(C)C(=O)Nc1ccc2c(c1)OCO2	2.6	1	0	x	-11	x	x	x	x
28	Cc1ccc(CNC(=S)N2CCOCC2)cc1	-0.5	0	-8	87	3	18	-8	2	-1
29	Cn1c(=O)c2c(nc(CN3CCN(CCO)CC3)n2Cc2cccc3ccccc23)n(C)c1=O	14	3	-3	105	-14	-34	-8	-2	-3
30	O=C(O)c1ccc(N=N/C(=N\Nc2ccc(C(=O)O)cc2)c2ccccc2)cc1	-5.0	4	-4	x	22	x	x	-1	1
31	CCn1c(SCC(=O)NC2CCCCC2)nnc1-c1ccccn1	1.1	-2	-3	103	-5	38	-9	4	8
32	COc1cc(-c2nnc(-c3ccc(S(=O)(=O)c4ccccc4)cc3)o2)cc(OC)c1OC	1.9	-2	0	94	-14	4	3	x	3
33	CCOC(=O)/C=C/C(=O)Nc1ccc(S(=O)(=O)N(C)c2ccccc2)cc1	17	-9	-8	80	-5	-2	-3	3	3
34	CN(C)/C=c1\sc2c(C#N)cc(C(=O)c3ccc(Br)cc3)n2c1=O	5.5	0	-3	106	9	-17	-11	-1	0
35	Cc1ccc(C)c(NC(=O)CN(C)C(=O)/C=C/c2ccco2)c1	0.0	6	-1	98	1	52	9	-7	-2
36	CCOC(=O)[C@@H]1[C@H]2COc3ccc(Br)cc3[C@@H]2N2C(=O)N(c3ccc(C(F)(F)F)cc3)C(=O)[C@@]12C	8.0	2	-7	103	-7	-19	-6	2	3
37	C=CCSc1ncccc1C(=O)NCc1ccccc1	-2.9	-1	x	103	24	31	-7	-1	-1
38	COc1ccc(-n2nnnc2SCC(=O)Nc2ccc3c(c2)OCCO3)cc1OC	6.9	2	-2	105	-9	-32	-8	6	2
39	COCCn1c(SCc2nc(N)nc(Nc3ccccc3C)n2)nc2ccccc2c1=O	1.4	-8	x	101	17	30	-26	1	7
40	O=C1CN(C(=O)COC(=O)CNS(=O)(=O)c2ccccc2)c2ccccc2N1	-0.3	9	4	84	-4	9	0	6	3
41	CCOc1c2ccc(C(=O)N[C@H](C)C3CCCCC3)cc2nn1CCOC	-0.5	8	0	100	2	-34	-9	3	4
42	COc1ccccc1CN1CCNC(=O)C1CC(=O)NCC1CCOCC1 (stereo unspecified)	2.5	1	-1	104	-5	22	0	-2	-4
43	Cc1nc2sc(C(c3ccco3)N3CCN(c4ccc(F)cc4)CC3)c(O)n2n1 (stereo unspecified)	-2.7	5	x	112	5	-112	4	1	0
44	CC(C)Oc1ccc(C(=O)CCN2CCOCC2)cc1	4.7	-6	-2	x	-5	x	x	7	2
45	COc1ccc(S(=O)(=O)N(C)c2ccc(C(=O)Nc3ccccc3C(=O)N3CCOCC3)cc2)cc1	-0.6	-4	-2	103	-4	-2	-10	0	4
46	O=C(Nc1cccc(C(F)(F)F)c1)c1cccnc1N1CCN(c2ccccc2)CC1	-3.9	-3	-13	99	9	12	6	-2	3
47	Cc1ccc(NC(=O)CSc2nnc(Cn3cnc4ccccc43)o2)c(C)c1	-2.8	-5	1	102	59*	37	-16	5	7
48	CC(=O)NC(=S)Nc1ccc(S(=O)(=O)N(C)Cc2ccccc2)cc1	-0.7	-9	4	100	-24	-6	8	-1	-2
49	COC(=O)c1c(NC(=O)CN2CCN(c3ccccc3Cl)CC2)sc(C)c1C	3.3	12	5	108	4	13	0	6	-1
50	O=C(CCCN1C(=O)S/C(=C\c2ccccc2)C1=O)NNC(=O)c1ccccc1O	-1.9	-1	-2	106	-34	18	5	-4	6

The list continues:
item	SMILES	CRFBP-R2 agonist	M4 PAM	GalR3 antagonist	MEKK3 PB1 HTS	CRFR2-BP antag	PHOSPHO1 inh	pCIP destab	IDE inh	IDE cell activ
51	O=C1Nc2ccccc2Oc2cc([N+](=O)[O-])ccc21	9.3	-5	-6	104	-37	12	-12	3	4
52	COc1ccc(-c2noc(CN3CCN(c4ccccc4F)CC3)n2)cc1OC	0.1	5	-1	93	2	-22	-7	7	5
53	Cc1ccc(N(C(=O)CNC(=O)c2cccs2)C(C(=O)NC2CCCC2)c2ccncc2)cc1 (stereo unspecified)	-1.9	-6	-9	101	-14	4	2	10	-1
54	CCN(c1cccc(C)c1)S(=O)(=O)c1ccc2c(c1)NC(=O)CS2	-1.2	-6	-5	95	22	14	-1	0	0
55	O=C(O)CCCN1C(=O)/C(=C/c2ccc(-c3nc4ccccc4s3)o2)SC1=S	-1.2	17	1	x	-1	69*	8	3	0
56	CCn1c(=O)n(CC)c2cc(NC(=O)CSc3ccc([N+](=O)[O-])cn3)ccc21	0.4	1	-11	102	12	-8	3	7	7
57	O=C(N=Nc1c(O)[nH]c2ccc(Cl)cc12)c1cc(-c2cccs2)nc2ccccc12	0.9	0	6	91	13	1	2	0	-1
58	NC(=O)c1cccc(-c2cnc(N)c(C(=O)c3cccnc3)n2)c1	0.8	14	x	x	-10	x	x	x	6
59	CCCCn1c(SCC(=O)Nc2nnc(CC)s2)nc2ccccc2c1=O	-1.0	0	-5	102	-11	6	-3	-3	-1
60	Cc1ccccc1N1CCN(C(=O)C2CCCCC2)CC1	-0.7	4	-5	103	-26	33	2	2	-1
61	Cc1cc(-c2ccccc2)nc(N/N=C/c2ccc(N(C)C)cc2)n1	-2.3	-12	-5	x	-14	x	x	1	-5
62	CCc1ccc(NC(=O)CCN2C(=O)c3cccnc3C2=O)cc1	0.2	-1	-3	108	-3	35	-2	-2	5
63	Oc1c(Br)cc(Br)cc1/C=N/c1nccs1	2.7	-3	-4	x	5	x	x	-1	-5
64	Clc1ccc2nc(-c3ccc(Br)s3)cn2c1	-1.0	-1	-7	104	-2	8	3	5	-8
65	COc1ccccc1Nc1nnc(SCC(=O)c2cc(C)n(CC3CCCO3)c2C)s1 (stereo unspecified)	-1.1	4	3	100	8	93*	1	-7	8
66	Cc1cccc(-c2noc(CN(C)C(=O)c3ccoc3C)n2)c1	-1.3	4	-9	103	4	30	-7	-4	7
67	Nc1ccccc1C(=O)N1CCC(O)(c2ccc(Cl)cc2)CC1	-0.7	6	-9	108	-6	-11	4	x	2
68	CC(C)OC(=O)c1nnc(Cc2ccc(Cl)cc2)o1	-2.4	-6	-4	102	3	-9	-3	4	3
69	Cc1cc(N2CCCCCC2)nc2ccccc12	1.8	-19	-5	109	4	6	-16	6	-6
70	Cc1ccc(OCC(=O)NCCN2CCCC2)cc1	-0.3	10	0	100	-7	7	-2	8	2
71	COc1ccc(C2CC(=O)c3cnc(NC(=O)c4ccco4)nc3C2)cc1 (stereo unspecified)	-0.5	1	-2	105	4	13	-17	5	2
72	COc1cccc(C2=CC(c3ccc(N(C)C)cc3)n3ncnc3N2)c1 (stereo unspecified)	x	x	x	105	x	-8	-2	18*	x
73	COC(=O)c1sc(NC(=O)c2cc(C)on2)nc1C	-1.5	4	2	101	9	36	9	1	2
74	O=C(COC(=O)C1CC1)Nc1ccc(S(=O)(=O)N2CCOCC2)cc1	-1.1	10	5	x	0	x	x	2	-6
75	CC(=O)Nc1ccc(-c2c(C)cc3oc(=O)cc(-c4ccccc4)c3c2C)cc1	2.1	-6	-3	x	-1	x	x	x	2

Profiles from above. Values in the order: CRFBP-R2 agonist | M4 PAM | GalR3 antagonist | MEKK3 PB1 HTS | CRFR2-BP antag | PHOSPHO1 inh | pCIP destab | IDE inh | IDE cell activ
CCCCn1c(SCC(=O)Nc2nnc(CC)s2)nc2ccccc2c1=O in the list: -1.0 | 0 | -5 | 102 | -11 | 6 | -3 | -3 | -1
CC(=O)Nc1ccc(-c2c(C)cc3oc(=O)cc(-c4ccccc4)c3c2C)cc1 in the list: 2.1 | -6 | -3 | x | -1 | x | x | x | 2

Assay outcomes (PubChem BioAssay)
